# From PubChem BioAssay
# Apaf1 inhib: inhibitors of human Apaf-1 apoptosome, primary screen, biochemical, DEVD-Rh110 fluorescence, uHTS; Apoptotic protease-activating factor 1 (Homo sapiens), O14727; reconstituted apoptosome caspase-3 activity; inhibition, % at 20 µM; 330,000 compounds, 0.71% hits; active = inhibition of at least 40% at 20 µM;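 note: plate controls were DMSO wells for no effect and DEVD-CHO caspase inhibitor wells for full effect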
# Target sequence (O14727 whole entry, looked up): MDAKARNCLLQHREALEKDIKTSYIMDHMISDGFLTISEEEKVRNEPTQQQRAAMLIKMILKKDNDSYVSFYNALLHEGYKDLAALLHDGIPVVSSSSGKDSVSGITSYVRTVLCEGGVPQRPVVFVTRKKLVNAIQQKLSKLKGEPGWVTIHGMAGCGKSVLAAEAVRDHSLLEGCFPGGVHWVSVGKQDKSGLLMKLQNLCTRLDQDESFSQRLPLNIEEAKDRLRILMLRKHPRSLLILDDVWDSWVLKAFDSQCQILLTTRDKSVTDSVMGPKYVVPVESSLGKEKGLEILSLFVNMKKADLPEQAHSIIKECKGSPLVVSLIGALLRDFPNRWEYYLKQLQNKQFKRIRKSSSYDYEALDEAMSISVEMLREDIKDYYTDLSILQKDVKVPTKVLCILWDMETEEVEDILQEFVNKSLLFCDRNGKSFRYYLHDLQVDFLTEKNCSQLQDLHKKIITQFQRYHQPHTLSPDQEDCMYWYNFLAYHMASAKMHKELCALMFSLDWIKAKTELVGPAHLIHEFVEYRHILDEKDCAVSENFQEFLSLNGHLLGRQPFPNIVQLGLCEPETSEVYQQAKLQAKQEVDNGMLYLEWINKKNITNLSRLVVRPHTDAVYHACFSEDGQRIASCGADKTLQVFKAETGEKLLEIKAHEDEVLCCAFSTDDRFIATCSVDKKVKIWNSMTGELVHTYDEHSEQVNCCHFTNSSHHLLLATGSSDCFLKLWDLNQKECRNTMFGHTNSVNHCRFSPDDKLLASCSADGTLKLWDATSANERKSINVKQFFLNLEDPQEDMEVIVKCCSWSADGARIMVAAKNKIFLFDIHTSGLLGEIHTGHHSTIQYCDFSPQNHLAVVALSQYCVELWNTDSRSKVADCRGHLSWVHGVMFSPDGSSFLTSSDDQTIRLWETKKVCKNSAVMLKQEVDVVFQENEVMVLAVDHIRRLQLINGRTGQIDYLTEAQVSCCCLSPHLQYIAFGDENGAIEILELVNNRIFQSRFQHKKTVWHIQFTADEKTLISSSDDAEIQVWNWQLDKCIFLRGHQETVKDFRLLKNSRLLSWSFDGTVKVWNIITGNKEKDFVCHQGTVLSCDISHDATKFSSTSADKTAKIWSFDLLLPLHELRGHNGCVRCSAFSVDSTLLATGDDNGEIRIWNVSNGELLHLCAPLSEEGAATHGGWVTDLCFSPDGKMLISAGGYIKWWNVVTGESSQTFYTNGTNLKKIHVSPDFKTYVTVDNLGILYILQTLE
#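 System – cell-free apoptosome with Apaf-1, procaspase-3 and caspase-9 · Buffer or medium – pH 7.5 Hepes buffer with CHAPS, BSA, DTT · Also added – cytochrome c with DEVD-Rh110 · Times – 30 min compound preincubation, 50 min activation, room temperature · Technique – Rh110 fluorescence intensity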
# SENP7 block: SENP7 protease inhibitors, primary screen, biochemical, luminescence, uHTS | Sentrin-specific protease 7 (Homo sapiens), Q9BQF6 | 330,000 compounds, 1.5% hits | inhibition, % at 5 µM | recombinant SENP7, Z-RLRGG-aminoluciferin luminescence, 40 min;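 active = inhibition above about 50% at the single test dose, limit read from the data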;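 note: plate controls were DMSO with enzyme for no effect and no enzyme buffer wells for full effect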
# SENP8 inh: SENP8 protease inhibitors, primary screen, biochemical, luminescence; AID 2540, 2010; purified SENP8, Z-RLRGG-aminoluciferin cleavage; 330,000 compounds, 1.2% hits; Sentrin-specific protease 8 (Homo sapiens), Q96LD8; inhibition, % at 10 µM
# 697 NFkB inh: inhibitors of PMA/ionomycin-induced NF-kB reporter, 697 cells, primary screen, B-cell NF-kB inhibitor project, cell-based, luminescence, uHTS. 697 B-cell NF-kB luciferase reporter, 16 h. inhibition, % at 4 µM. 330,000 compounds, 0.33% hits; in the data active = inhibition above about 35%
# Gli-Sufu antag: Gli-Sufu pathway antagonists, primary screen, luciferase luminescence, Sufu-KO-LIGHT cells, uHTS; 340,000 compounds, 0.74% hits; Sufu-KO-LIGHT fibroblasts, Gli luciferase reporter luminescence; inhibition, % at 5 µM;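 active = inhibition above about 55%, limit read from the data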;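 note: 0% = DMSO-treated cells and 100% = wells with medium but no cells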
# Jurkat NFkB inh: inhibitors of induced NF-kB luciferase reporter, primary screen, TCR NF-kB activation inhibitor project, cell-based, luminescence, uHTS | Jurkat, PMA/ionomycin-induced NF-kB luciferase reporter | inhibition, % at 4 µM | 330,000 compounds, 0.53% hits
# UBC13 polyUb: UBC13 polyubiquitin chain formation inhibitors, primary screen, biochemical, TR-FRET, uHTS. inhibition, % at 20 µM. AID 485273, 2010. 330,000 compounds, 0.47% hits. Ubiquitin-conjugating enzyme E2 N (Homo sapiens), P61088; in the data active = inhibition above about 45%, passing the limit was not always enough
# HKDC1 inh: HKDC1 hexokinase inhibitors, primary screen, biochemical, fluorescence, uHTS | Q2TB90 | recombinant HKDC1, G6PDH/diaphorase resazurin coupled fluorescence | inhibition, % at 20 µM | 340,000 compounds, 0.16% hits | AID 493160, 2011;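 active = inhibition above about 35% when tested at 20 µM, limit read from the data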;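 note: plate controls were DMSO wells with enzyme for no effect and DMSO wells lacking enzyme for full effect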
#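 Test system: Recombinant HKDC1 (HK5) hexokinase enzyme, produced in-house | Input: HKDC1 at 5 µg/mL | Buffer or medium: Tris pH 8.0 buffer with MgCl2, Tween-20, BSA, BME | Schedule: 90 min reaction incubation at room temperature, dark | Technique: Resazurin-to-resorufin fluorescence via G6PDH and diaphorase coupling, 525/613 nm | Controls: DMSO wells with and without enzyme mix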
# * hit, by the source's call; . = not tested or not shown. Cut-off read from the data, not from the text of the source, unless noted: active = inhibition above about 50%; inactive = the rest.
# The first ten compounds as a preview:
SMILES,Apaf1 inhib,SENP7 block,SENP8 inh,697 NFkB inh,Gli-Sufu antag,Jurkat NFkB inh,UBC13 polyUb,HKDC1 inh
CC(NC(=O)C1CCCN(S(=O)(=O)c2cccs2)C1)c1ccccc1 (stereo not given),11,7,-15,-12,4,-7,-6,5
O=[N+]([O-])c1ccc(CN2CCN(c3ccc([N+](=O)[O-])cc3)CC2)cc1,2,-9,1,-15,20,60*,2,11
O=C(c1ccc([N+](=O)[O-])cc1[N+](=O)[O-])n1cnc2ccccc21,-2,-7,5,7,-10,2,0,21
COc1ccc(S(=O)(=O)Nc2ccccc2C(N)=O)cc1OC,-8,4,1,10,3,-8,11,0
COc1ccc(C(=O)NCC(=O)N2CCN(c3ccc(Cl)cc3)CC2)cc1,-3,-2,4,2,25,-2,1,-8
Cc1cc(C)c(S(=O)(=O)N2CCN(C(=O)c3ccc(-n4cncn4)c([N+](=O)[O-])c3)CC2)c(C)c1,14,8,-8,-44,12,-2,-2,1
C/C(=N\NC(=O)COc1cc(C)cc(C)c1)c1cccc(NC(=O)C2CCC2)c1,18,-4,4,0,18,11,-10,0
O/N=C/c1cc(Br)cc(Br)c1OCc1ccccc1,5,5,-7,0,-1,-7,8,0
CCCNC(=O)N1CCN(c2nc(C(C)C)c3c(c2C#N)CC(C)(C)OC3)CC1,11,6,-9,-128,42,-6,12,-3
CCc1cc2c(=O)c(-c3nc4ccccc4n3C)coc2c(CN2CCCCC2C)c1O (stereo not given),3,-4,-5,5,5,6,3,-5

# This part in full, from the start:
SMILES,Apaf1 inhib,SENP7 block,SENP8 inh,697 NFkB inh,Gli-Sufu antag,Jurkat NFkB inh,UBC13 polyUb,HKDC1 inh
CC(NC(=O)C1CCCN(S(=O)(=O)c2cccs2)C1)c1ccccc1 (stereo not given),11,7,-15,-12,4,-7,-6,5
O=[N+]([O-])c1ccc(CN2CCN(c3ccc([N+](=O)[O-])cc3)CC2)cc1,2,-9,1,-15,20,60*,2,11
O=C(c1ccc([N+](=O)[O-])cc1[N+](=O)[O-])n1cnc2ccccc21,-2,-7,5,7,-10,2,0,21
COc1ccc(S(=O)(=O)Nc2ccccc2C(N)=O)cc1OC,-8,4,1,10,3,-8,11,0
COc1ccc(C(=O)NCC(=O)N2CCN(c3ccc(Cl)cc3)CC2)cc1,-3,-2,4,2,25,-2,1,-8
Cc1cc(C)c(S(=O)(=O)N2CCN(C(=O)c3ccc(-n4cncn4)c([N+](=O)[O-])c3)CC2)c(C)c1,14,8,-8,-44,12,-2,-2,1
C/C(=N\NC(=O)COc1cc(C)cc(C)c1)c1cccc(NC(=O)C2CCC2)c1,18,-4,4,0,18,11,-10,0
O/N=C/c1cc(Br)cc(Br)c1OCc1ccccc1,5,5,-7,0,-1,-7,8,0
CCCNC(=O)N1CCN(c2nc(C(C)C)c3c(c2C#N)CC(C)(C)OC3)CC1,11,6,-9,-128,42,-6,12,-3
CCc1cc2c(=O)c(-c3nc4ccccc4n3C)coc2c(CN2CCCCC2C)c1O (stereo not given),3,-4,-5,5,5,6,3,-5
CCOC(=O)N1CCC(=NNC(=O)COc2ccc(C#N)cc2)CC1,6,9,7,30,-2,-5,-9,-10
CCOC(=O)c1cc(C#N)c(SC)nc1-c1ccccc1,11,11,-12,-14,5,-13,14,-3
Cn1ccnc1SCC(=O)Nc1ccc(Cl)cn1,0,2,1,-7,14,-9,9,3
CCOC(=O)N1CCN(CC(=O)Nc2cc(C)nn2-c2nc3ccccc3s2)CC1,-6,4,1,8,8,-4,8,-3
COC(=O)c1ccccc1Sc1ncnc2onc(C)c12,-6,0,-5,-3,1,4,11,-6
Nc1c(N2CCCCC2)c(=O)[nH]c(=O)n1-c1ccccc1,-6,2,4,7,7,-1,3,-9
O=C(O)c1cn(-c2ccc(F)cc2)c2cc(Cl)c(F)cc2c1=O,-10,5,-3,6,13,8,11,-8
Cc1ccc(C2C(C#N)=C(N)Oc3n[nH]c(-c4cccnc4)c32)o1 (stereo not given),15,2,7,8,29,-2,-25,8
CN(C)c1ccc(/C=N/NC(=O)CN(c2cccc(Cl)c2)S(C)(=O)=O)cc1Br,30,-3,-7,-21,4,-7,1,0
Cc1cccc(N2CCN(C(=O)CCC(=O)N3CC(C)Oc4ccc(C)cc43)CC2C)c1 (stereo not given),28,4,1,-1,3,6,11,-5
COc1ccc(C2C(C#N)=C(N)N(c3sc4c(c3C#N)CCCC4)C3=C2C(=O)CC(C)(C)C3)cc1 (stereo not given),23,6,2,-21,0,-2,0,5
CCOC(=O)c1[nH]c2cc3c(cc2c1NC(=O)CN1CCc2ccccc2C1)OCO3,6,3,3,-23,6,5,11,3
O=C(NC(=S)Nc1ccccc1[N+](=O)[O-])c1ccccc1Cl,8,0,1,-199,-35,-122,-7,-1
CCOC(=O)C1CCN(C(=O)CNC(=O)c2nn(-c3ccc(OC)c(OC)c3)c(=O)c3ccccc23)CC1,3,-5,7,1,-28,2,5,-3
CCCCC(Sc1nc(N)c(NC(=O)c2ccco2)c(=O)[nH]1)C(=O)O (stereo not given),0,5,-8,-5,6,19,6,-4
SMILES,Apaf1 inhib,SENP7 block,SENP8 inh,697 NFkB inh,Gli-Sufu antag,Jurkat NFkB inh,UBC13 polyUb,HKDC1 inh
COC(=O)c1c(NC(=O)C2(C)Cc3ccccc3C(=O)O2)sc2c1CCCC2 (stereo not given),0,14,-8,-27,17,4,3,-2
COc1ccc(CN(CC(=O)NCc2ccccc2)C(=O)c2csnn2)cc1,-5,5,0,-4,0,-9,7,-10
O=C(CC(c1ccccc1)c1ccccc1)NCC(O)c1ccc([N+](=O)[O-])cc1 (stereo not given),13,-12,-7,-13,7,2,-7,2
CCC(NS(=O)(=O)c1cnn(CC)c1)c1ccccc1 (stereo not given),-6,-4,2,3,0,5,4,-6
COc1ccc(NC(=O)c2cc(-c3ccccc3)nc3c2cnn3C(C)C)cc1,2,11,9,4,-13,10,9,-2
Cc1ccc(C)c(C(=O)CSc2n[nH]c(-c3ccncc3)n2)c1,17,-8,-6,-38,10,-19,-14,8
CN(C)CCCN(C(=O)/C=C/c1cccs1)c1nc2ccc(F)cc2s1,-14,1,-7,12,11,-9,2,0
CCOC(=O)/C(C)=N/Nc1nc(-c2ccc(NC(C)=O)cc2)cs1,-20,6,2,-8,1,-5,-8,-2
O=C(Nc1cccc(S(=O)(=O)Nc2ccccc2Cl)c1)c1ccc(Cl)nc1,-12,5,2,-10,35,23,8,-3
COc1ccccc1C(=O)Nc1nnc(S(=O)(=O)N2CCCCCC2)s1,9,1,5,-5,-1,6,8,2
CCN(CC)S(=O)(=O)c1ccc2c(c1)N(CC(=O)Nc1cccnc1Cl)C(=O)CO2,-9,-3,-2,7,0,7,6,-9
CCC[C@@H]1CCCC/C=C\CCCC(=O)OCCN1C(=O)OC(C)(C)C,23,9,0,1,24,2,-9,3
O=C(O)C1CCCCC1C(=O)NCCc1cccc(Cl)c1 (stereo not given),13,12,3,-19,-16,-9,-13,-6
Cc1ccccc1Nc1nc(N)nc(COC(=O)c2cccc(S(=O)(=O)N(C)C)c2)n1,-1,2,3,-46,-9,16,6,-7
CCn1c(=O)c2sccc2n(CC(=O)NC2CCCC2)c1=O,-6,-3,-4,12,-14,6,6,-3
CCCCn1c(N)c(N(CCOC)C(=O)CSc2ccccc2C)c(=O)[nH]c1=O,-6,7,7,20,-6,20,0,-5
O=C1CN(C(=O)COC(=O)c2ccc(Cl)c(S(=O)(=O)N3CCCCC3)c2)c2ccccc2N1,3,7,1,-7,-12,12,2,-1
COc1cccc(NS(=O)(=O)c2ccc3c(c2)CCCN3C(C)=O)c1,-16,4,2,9,7,9,4,-11
Cc1nn(-c2ccc([N+](=O)[O-])cc2)c2c1C(c1cccc(Br)c1)N1C(=N2)C(=O)Nc2ccccc21 (stereo not given),-4,4,-1,26,18,39,-14,22
COc1ccc(/C=C2/SC(=S)N(CCCC(=O)Nc3cccc(O)c3)C2=O)cc1,21,3,-3,63*,62*,8,-11,-1
O=C(NCCc1nc2ccccc2[nH]1)/C(=C/c1ccco1)NC(=O)c1ccc(Br)o1,-3,-5,-4,-7,-1,3,-13,-13
CCOc1cc(N2CCOCC2)c(OCC)cc1NC(=O)Cc1ccc(OC)c(OC)c1,-6,5,0,6,4,15,-1,9
CC(C)(C)Cc1nnc(NC(=O)CSc2ccccc2)s1,15,8,0,-27,-46,-14,-5,-10
CCOC(=O)CCN(Cc1sccc1C)S(=O)(=O)c1ccc(F)cc1,-7,5,-3,-2,0,7,6,2
CCCC(=O)Nc1ccc2c(c1)nc1n2CCOC1,-14,-4,-6,17,1,5,-4,-6
SMILES,Apaf1 inhib,SENP7 block,SENP8 inh,697 NFkB inh,Gli-Sufu antag,Jurkat NFkB inh,UBC13 polyUb,HKDC1 inh
COc1ccc(-n2c(SCC(=O)N3CCCCC3)nc3ccccc3c2=O)cc1,-6,-3,-1,-3,-23,11,0,-4
N#Cc1c(-c2ccc3c(c2)OCO3)cc[nH]c1=O,0,1,3,9,-4,8,1,-3
COc1ccc(-c2cc3nc4n(c(=O)c3s2)CCC4)cc1,-10,96*,91*,-117,24,-25,16,0
C=CCc1ccc(OCCCCOc2ccc(C(=O)O)cc2)c(OC)c1,10,-9,-8,-18,5,5,-6,-7
Cc1onc(-c2ccccc2)c1C(=O)Nc1nnc(N(C)Cc2ccccc2)s1,17,4,-1,1,.,5,1,4
O=C(Oc1ccccc1)c1cccc(COC(=O)c2cnccn2)c1,1,22,1,13,-3,-1,-1,11
Cc1ccc(CN2CCN(/N=C/c3cccn3C)CC2)c(C)c1,6,-6,-8,-5,5,-23,-12,-2
CC(C(=O)Nc1ccc(F)c(F)c1F)N(C)Cc1cccs1 (stereo not given),12,-8,4,-19,6,-4,-3,9
NC(=O)COC(=O)CSc1cccc2cccc(Cl)c12,2,9,6,18,3,-1,7,5
S=c1[nH]nc(-c2ccccc2)n1CC1CCCO1 (stereo not given),2,10,-9,9,7,-16,-3,-4
COCCn1c(=O)[nH]c(=O)c2cc(C(=O)c3cc(OC)ccc3O)cnc21,15,-3,-2,14,-5,-9,-5,0
Fc1ccc(N2CCN(C3CCC(c4ccccc4)CC3)CC2)cc1 (stereo not given),10,-2,-1,16,15,14,5,2
CC1CCC(NC(=O)CN2C(=O)c3cccnc3Oc3ccc(Cl)cc32)CC1 (stereo not given),25,-4,-12,-23,-17,-1,-13,3
CCCCN(C)CCNC(=O)Cn1c(=O)sc2ccccc21,8,-7,-6,5,6,-1,2,-2
O=C1NC2(CCCC2)N=C1c1ccc(F)cc1,-2,0,-9,-7,2,-12,-18,1
Cc1cc(C(=O)NC2CCCC2)c2ccccc2n1,-5,2,3,-4,-8,12,-12,-3
NC(=O)C1Cc2ccccc2CN1S(=O)(=O)c1ccc(Cl)s1 (stereo not given),4,0,4,-1,6,24,1,-7
Cc1ccc(S(=O)(=O)N2CCOCC2)cc1C(=O)NC(=S)N1CC(C)CC(C)C1 (stereo not given),-25,0,2,1,6,6,4,-3
CC(C)(C)c1ccc(NC(=O)c2ccsc2)cc1,8,82*,82*,-324,-75,-180,6,6
Cc1ccc(-c2nnc(SCC(=O)Nc3sc(C)c(C)c3C#N)n2C)cc1,11,-5,3,2,2,5,-13,-5
CC(C)[C@H](NC(=O)c1ccc(Cl)cc1Cl)C(=O)NNc1cccc(C(=O)O)c1,3,-6,-4,-22,-20,-24,-14,3
O=C(NC1CCSc2ccccc21)c1cccc(Cl)c1 (stereo not given),-3,0,-1,-8,-2,6,-4,1
